DNA FID counter: compounds displacing fluorescent DNA intercalator, primary screen, artefact control for HCV NS3 helicase inhibitor project, biochemical, FID fluorescence; AID 1845, 2009; hit rate 0.17% among 290,000; DNA fluorescent intercalator displacement; inhibition, % at 7.9 µM; in the data active means inhibition above about 37%;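 further: 0% = vehicle and 100% = reference compound; higher means more ethidium bromide displaced from hairpin DNA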
CRFBP-R2 block: antagonists of CRF-BP/CRF-R2 complex, primary screen, cell-based, HEK293, calcium dye fluorescence, uHTS; CRF-induced calcium fluorescence; inhibition, % at 11.8 µM; hit rate 0.59% among 350,000; AID 588475, 2011;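 active means inhibition of the ligand-induced calcium signal above about 50% at the single tested concentration, limit read from the data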
CRFBP-R2 agonist: agonists of CRF-BP/CRF-R2 complex, primary screen, cell-based, HEK293, calcium dye fluorescence, uHTS. activation, % at 13.2 µM. CRF-binding protein / CRF receptor 2 complex (human). calcium dye fluorescence (FLIPR); percent of saturating CRF peptide response. hit rate 0.46% among 350,000;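 active means activation of at least 50%, plus an integration ratio under a set limit after plate pattern correction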;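 further: plate controls were neutral control wells without compound for no effect and CRF at EC100 for full effect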
MEKK2 mut-MEK5: MEK5 binding signal on mutant MEKK2 PB1, primary screen, biochemical, multiplex bead flow cytometry, Alexa488-MEK5. AID 1530, 2009. percent response, % at 10 µM. Alexa488-MEK5 binding to MEKK2 mutant. hit rate 0.35% among 290,000; in the data active means percent response above about 24%, passing the limit was not always enough; further: inactives centre near 1; some results filed as inactive read as strong as hits; reference of the scale not given here
MEKK3 PB1 HTS: modulators of MEKK3-MEK5 PB1 binding, primary screen, biochemical, wildtype MEKK3, multiplex bead flow cytometry, Alexa488-MEK5 | Mitogen-activated protein kinase kinase kinase 3 (Homo sapiens), Q99759 | bead-based flow cytometry, Alexa488-MEK5 binding to MEKK3; actives lie on both sides; 0 = blocked by unlabeled MEK5, 100 = vehicle | binding response (% of control), % at 10 µM | hit rate 1.4% among 290,000;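 active means binding response more than 3 SD above or below the average of its plate-row segment, actives on both sides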;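 further: Alexa488 bead fluorescence after subtracting the streptavidin-only scavenger bead signal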
Target sequence (Q99759 whole entry, looked up): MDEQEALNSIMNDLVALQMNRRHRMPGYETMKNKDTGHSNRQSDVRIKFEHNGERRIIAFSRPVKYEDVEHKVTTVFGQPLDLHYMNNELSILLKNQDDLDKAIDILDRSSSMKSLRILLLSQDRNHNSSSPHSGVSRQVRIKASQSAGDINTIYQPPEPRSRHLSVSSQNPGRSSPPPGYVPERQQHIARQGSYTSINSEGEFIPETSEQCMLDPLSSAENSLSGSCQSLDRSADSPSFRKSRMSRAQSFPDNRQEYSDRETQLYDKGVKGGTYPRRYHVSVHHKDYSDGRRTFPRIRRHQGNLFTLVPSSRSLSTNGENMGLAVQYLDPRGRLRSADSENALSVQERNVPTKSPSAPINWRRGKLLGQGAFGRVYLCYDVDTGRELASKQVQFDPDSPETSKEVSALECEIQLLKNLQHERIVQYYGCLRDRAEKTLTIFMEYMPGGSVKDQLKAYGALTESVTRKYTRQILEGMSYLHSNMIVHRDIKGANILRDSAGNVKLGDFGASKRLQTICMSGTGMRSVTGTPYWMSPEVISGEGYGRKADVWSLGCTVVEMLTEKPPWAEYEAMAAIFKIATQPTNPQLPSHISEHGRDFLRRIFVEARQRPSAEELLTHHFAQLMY
GalR3 antag: GalR3 antagonists in HEK293 cells, primary screen, cell-based, fluorescence readout | HEK293 GalR3-CNG cAMP membrane potential fluorescence; galR3 body fused to GalR1 C-terminus | inhibition, % at 3 µM | hit rate 0.44% among 360,000 | AID 651719, 2012;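 active means inhibition above the screen-wide average plus 3 SD, cut at about 13% in these data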;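 further: forskolin and galanin both at EC90 stimulate the cells; cAMP rise reported by CNG channel membrane potential dye signal; 0% = forskolin plus galanin with DMSO and 100% = forskolin alone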
Target sequence (O60755 1-299 limits assumed): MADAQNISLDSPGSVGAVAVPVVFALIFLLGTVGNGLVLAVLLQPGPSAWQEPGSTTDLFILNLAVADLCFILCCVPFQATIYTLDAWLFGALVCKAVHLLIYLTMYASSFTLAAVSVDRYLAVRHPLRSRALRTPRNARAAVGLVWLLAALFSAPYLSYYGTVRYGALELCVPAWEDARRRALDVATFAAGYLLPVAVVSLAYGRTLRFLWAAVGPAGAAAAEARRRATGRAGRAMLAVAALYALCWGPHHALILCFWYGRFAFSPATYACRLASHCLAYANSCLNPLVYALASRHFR
MEKK2wt PB1 HTS: modulators of MEK5 binding to wildtype MEKK2, primary screen, biochemical, multiplex bead flow cytometry, Alexa488-MEK5 | Mitogen-activated protein kinase kinase kinase 2 (Homo sapiens), Q9Y2U5 | Alexa488-MEK5 binding to MEKK2 WT; actives lie on both sides | binding response (% of control), % at 10 µM | hit rate 1.1% among 290,000 | AID 1531, 2009; in the data active means binding response below about 67% or above about 130%
HCV NS3 hel inh: inhibitors of HCV NS3 helicase, primary screen, biochemical, Cy5 molecular beacon fluorescence; AID 1800, 2009; inhibition, % at 10.9 µM; hit rate 0.56% among 290,000; NS3 helicase DNA unwinding; Hepatitis C virus NS3 helicase;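 active means inhibition above the mean of all tested compounds plus 3 SD, set per campaign, cut at about 35% in these data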;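 further: 0% = DMSO wells and 100% = thioflavine S control wells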
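Test system: hepatitis C virus NS3 helicase domain fragment enzyme. Also added: annealed dual-labelled DNA beacon duplex, ATP-started. Timing: 60 min unwinding reaction at 25 °C after ATP addition. Technique: Cy5 fluorescence. Measure: % inhibition of unwinding.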
SUMO HTRF inh: inhibitors of in vitro SUMOylation cascade, primary screen, biochemical, HTRF, uHTS. SUMO-conjugating enzyme UBC9 (Homo sapiens), P63279. HTRF SUMOylation assay, SAE1/SAE2 + UBC9. inhibition, % at 35 µM. hit rate 0.36% among 290,000; in the data active means inhibition above about 50%, passing the limit was not always enough; further: strong numbers were not always called active
Target sequence (P63279 whole entry, looked up): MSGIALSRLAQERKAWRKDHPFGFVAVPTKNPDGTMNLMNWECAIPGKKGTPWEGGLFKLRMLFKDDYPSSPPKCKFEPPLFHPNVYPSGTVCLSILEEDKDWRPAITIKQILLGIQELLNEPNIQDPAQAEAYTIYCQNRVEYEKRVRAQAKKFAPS
Starred values were filed as active, the others as inactive; / = not tested or not shown; [ ] = dose if it differs, or a comment. These rows are one share of the data, so the mix of outcomes need not match the whole.

SMILES	DNA FID counter	CRFBP-R2 block	CRFBP-R2 agonist	MEKK2 mut-MEK5	MEKK3 PB1 HTS	GalR3 antag	MEKK2wt PB1 HTS	HCV NS3 hel inh	SUMO HTRF inh
Cc1cc(C)cc(OCC(=O)NNC(=O)CCC(=O)NCc2ccccc2)c1	-11	1	5.2	12	95	-6	99	-3	2
Cc1ccc(/C=N/NC(=O)C2CC(=O)N(c3ccccc3)C2)s1 (stereo not drawn)	-19	5	0.2	0	113	-9	103	6	11
N#C/C(=C\Nc1ccc(Cl)cn1)S(=O)(=O)c1ccccn1	-2	-7	-1.3	-2	93	-4	94	-1	3
O=C(CCC(=O)N1CCOc2ccc(Cl)cc21)NCCCN1CCN(c2ccccc2F)CC1	16	-13	0.4	4	103	/	114	-58	9
CCOC(=O)CNC(=O)CSc1ccc2nnc(-c3cccnc3)n2n1	-1	2	0.1	-11	107	-2	92	3	3
COc1ncnc2c1oc1ccccc12	12	0	-0.9	-8	98	-5	89	4	20
CCCN(CCC)CCNC(=O)CCC(=O)Nc1ccc2nc(N3CCN(C)CC3)cc(C)c2c1	16	13	-2.5	3	102	-7	102	3	22
CC(=O)Nc1nnc(SCC(=O)Nc2ccc3c(c2)OCCO3)s1	-2	-6	-1.6	6	101	-4	105	-6	27
COc1ccc(-c2nc3scc(-c4ccc(OC)c(OC)c4)c3c(=O)o2)cc1	-3	57*	-0.6	-3	95	/	90	5	26
CC(C)CN1C(=O)c2ccc(C(=O)Nc3ccncc3)cc2C1=O	6	1	0.6	7	104	-6	103	-14	6
Cc1cc(-c2ccccc2C(=O)NC2CCCCC2)on1	-6	-9	-0.5	-13	95	0	90	-3	10
COc1ccc(/C=C/C(=O)NC(=S)NNC(=O)c2cccs2)cc1OC	-10	0	-0.6	-1	94	-5	94	12	-72
COC(=O)CC1Oc2ccc(C)cc2NC1=O (stereo not drawn)	-3	0	-0.9	-17	16*[inhibitor]	-2	19*[inhibitor]	6	18
COC(=O)C1(O)CC(C(C)C)=NN1C(=O)c1ccc(Cl)cc1 (stereo not drawn)	-4	19	0.2	2	106	-1	105	10	12
CC(C)=CCC/C(C)=C/CCC(C)NCCN1CCNCC1 (stereo not drawn)	13	/	/	48*	110	/	224*	-22	-16
O=C(CNC(=O)c1cccc(OC(F)F)c1)OCn1nnc2ccccc2c1=O	-8	1	-0.9	2	104	-3	101	-2	-7
Cc1cccc(NS(=O)(=O)c2c(C(=O)N3CCOCC3)c(C)n(C)c2C)c1C	-18	17	-1.4	2	102	-9	101	-4	6
Cc1cc(N2CCOCC2)ccc1/C=C1\NC(=O)N(CC(=O)Nc2ccccc2C)C1=O	2	-4	5.7	/	/	-2	/	4	19
CCCNc1c(F)c(F)c2c(C)c3ccccc3nc2c1F	-9	-6	3.4	0	94	-1	89	41*	13
CCOC(=O)c1sc2ncn(C(CC)C(=O)OCC)c(=O)c2c1C (stereo not drawn)	-8	0	-0.2	-15	66	-1	83	-4	2
O=C1COc2ccc(S(=O)(=O)N3CCCCCC3)cc2N1	-12	-9	-1.4	2	100	1	101	-15	-1
CCN1CCCC1CNC(=O)CCc1nnc(CCC2CCCCC2)o1 (stereo not drawn)	0	10	-1.8	3	101	-5	108	-7	4
Cc1cc(S(=O)(=O)NC2CCCCC2)ccc1OCC(=O)NCC1CCCO1 (stereo not drawn)	-20	57*	-4.6	2	99	-3	102	7	10
CCCn1c(=N)c(S(=O)(=O)c2ccccc2)cc2c(=O)n3ccccc3nc21	4	110*	-4.2	-6	99	-1	98	-1	20
O=C1N/C(=N\N=C\c2cccs2)SC1Cc1ccc(Cl)c(Cl)c1 (stereo not drawn)	-1	-4	1.2	-1	100	1	100	8	15
CCN(c1ccccc1)S(=O)(=O)c1ccc(C(=O)NCC(c2cccs2)N(C)C)cc1 (stereo not drawn)	23	-14	1.0	-17	69	-4	68	-38	-3
O=C(C1CCC(=O)N(C2CCCC2)C1)N1CCN(Cc2cccc(Cl)c2)CC1 (stereo not drawn)	-27	2	-1.8	10	105	-2	109	9	4
COC(=O)/C(=C(O)\C=C\c1ccccc1[N+](=O)[O-])c1nc2ccccc2[nH]1	-9	-12	0.5	0	106	-7	99	-2	16
COc1cc(/C=C/c2cc[n+](C)cc2)ccc1OCC(=O)Nc1ccc(Cl)c(Cl)c1	24	-3	4.9	75*	111	-7	237*	-75	35
COc1cccc(CNC(=O)c2cccc(NC3=NC4CS(=O)(=O)CC4S3)c2)c1 (stereo not drawn)	-2	8	1.3	-1	100	/	99	0	9
Cc1ccccc1C(=O)NC1CC2CCCC(C1)N2C(=O)Nc1ccccc1 (stereo not drawn)	-13	9	-0.3	5	104	-7	101	-1	5
O=C(c1ccc(S(=O)(=O)N2CCOCC2)cc1)N1CCOCC1	-3	-12	-2.0	1	102	0	105	13	-5
CC(C)CC(=O)Nc1nnc(SCC(=O)Nc2nccs2)s1	3	13	3.2	11	106	5	108	-2	25
CC1CCCc2sc3nc(NCc4ccco4)n4ncnc4c3c21 (stereo not drawn)	-8	8	0.6	1	105	9	102	-1	1
CN(c1ccccc1)c1ccc(/C=N/NC(=O)CC#N)cc1	-7	23	-2.6	-3	97	-3	101	0	-11
O=C(COC(=O)CNS(=O)(=O)c1ccc2ccccc2c1)Nc1ccc2c(c1)OCO2	-7	20	2.0	25	107	1	117	-5	3
O=C(OCc1ccccc1)/C(=C/c1ccccc1Cl)NC(=O)c1ccco1	-28	7	-0.1	5	101	-3	105	-6	-20
COc1cccc(/C=C2/Sc3ccc(C(=O)NCCN4CCCC4)cc3NC2=O)c1	30	-19	-1.2	30*	109	-3	188*	-37	8
COC(=O)[C@@H](NC(=O)NCc1cccc(OC)c1)C(C)C	-4	-5	-1.6	7	102	-2	100	2	9
COc1ccc(S(=O)(=O)N2CCN(Cc3c[nH]c4ccccc34)CC2)cc1	11	-21	-1.0	0	101	-5	99	-8	-16
CCC(c1nnc(SCC(=O)N2CC3(C)CC2CC(C)(C)C3)o1)N(C)C (stereo not drawn)	-21	-12	0.1	-4	101	0	99	0	28
CC1(c2ccc(Cl)cc2)NC(=O)N(CC(=O)NCc2cccs2)C1=O (stereo not drawn)	-6	-15	-1.2	-3	97	-3	98	9	3
COc1ccc(S(=O)(=O)N(C)CC(=O)Nc2ccccc2C(F)(F)F)cc1	-13	-18	-3.4	-3	98	-7	100	2	-25
Cc1ccc(C(=O)/C=C/c2cc(Br)cc(Br)c2O)o1	-25	-34	24	5	104	-8	100	37*	2
CCN1C(=O)/C(=C2/SC(C)=C(C)N2CC)SC1=S	5	-9	0.9	2	106	-2	113	13	4
CC(NC(=O)CN(C)Cc1ccc(Br)cc1)c1ccccc1 (stereo not drawn)	-12	0	-0.2	2	102	-13	104	-1	4
COc1ccc(NC2CCCN(C(=O)CCc3cccc(Cl)c3)C2)cc1 (stereo not drawn)	-8	3	0.7	-9	103	-9	104	8	-2
CN(C)c1ccc(C2CC(c3ccccc3)=Nc3nc(-c4ccccc4)cn32)cc1 (stereo not drawn)	-11	/	/	0	103	/	95	-28	17

Shown with values under each structure: four of the compounds above.
Value order – DNA FID counter	CRFBP-R2 block	CRFBP-R2 agonist	MEKK2 mut-MEK5	MEKK3 PB1 HTS	GalR3 antag	MEKK2wt PB1 HTS	HCV NS3 hel inh	SUMO HTRF inh
CC1(c2ccc(Cl)cc2)NC(=O)N(CC(=O)NCc2cccs2)C1=O (stereo not drawn)
 : -6	-15	-1.2	-3	97	-3	98	9	3
CCN1C(=O)/C(=C2/SC(C)=C(C)N2CC)SC1=S
 : 5	-9	0.9	2	106	-2	113	13	4
CN(C)c1ccc(C2CC(c3ccccc3)=Nc3nc(-c4ccccc4)cn32)cc1 (stereo not drawn)
 : -11	/	/	0	103	/	95	-28	17
CC(NC(=O)CN(C)Cc1ccc(Br)cc1)c1ccccc1 (stereo not drawn)
 : -12	0	-0.2	2	102	-13	104	-1	4

Next part
SMILES	DNA FID counter	CRFBP-R2 block	CRFBP-R2 agonist	MEKK2 mut-MEK5	MEKK3 PB1 HTS	GalR3 antag	MEKK2wt PB1 HTS	HCV NS3 hel inh	SUMO HTRF inh
CN(C)CCCN(C(=O)c1ccc([N+](=O)[O-])o1)c1nc2cc3c(cc2s1)OCO3	24	-5	-0.8	11	105	-1	113	-3	3
O=C(COC(=O)CCCOc1ccc(Cl)cc1Cl)NCc1ccc(F)cc1	-22	7	0.5	13	95	2	110	4	-34
COc1ccccc1/C=C/c1ccc2cccc(O)c2n1	-13	3	-0.9	12	109	-3	121	16	34
Oc1c(Cl)cc(Cl)cc1C1=NNC(c2ccc(Cl)cc2)C1 (stereo not drawn)	-1	-11	1.0	1	102	/	104	10	27
O=C(Nc1ccc(F)cc1)C1CC(=O)n2ncnc2N1 (stereo not drawn)	17	7	1.6	-3	94	-4	87	19	7
Cc1ccccc1-c1c(C)oc2cc(O)ccc2c1=O	-4	-7	-2.2	-10	76	-7	83	-2	31
Cc1cc(NS(=O)(=O)c2ccc(Cl)cc2)nn1CC(=O)NCc1ccco1	-7	-2	2.5	14	108	4	105	5	1
COc1ccc(S(=O)(=O)N2CCCC2)cc1NC(=O)c1ccccc1F	-11	-7	0.7	-3	97	-8	97	0	4
CCOc1ccc(C(=O)NCCn2cc(SCC(=O)Nc3cc(C)on3)c3ccccc32)cc1	-17	-17	-0.7	8	110	-3	117	-10	21
COc1ccc(-c2cc(C(=O)NC3CCCC3)no2)cc1OC	-12	13	-3.4	13	99	-7	101	-6	23
CCC(C)N1CCN(C(=O)C2CCN(S(=O)(=O)c3c(C)noc3/C=C/c3ccco3)CC2)CC1 (stereo not drawn)	28	-7	7.7	0	97	0	104	-65	-16
O=c1cc(N2CCN(c3ccc(F)cc3)CC2)[nH]c(=O)n1Cc1ccc(F)cc1	0	-28	0.2	-1	94	/	96	2	2
CN(/C=C/c1c([N+](=O)[O-])c(=O)n(C)c(=O)n1C)c1ccccc1	-1	-3	-5.2	6	102	-3	102	0	6
COC(=O)C(C)NC(=O)C1CCCN1S(=O)(=O)c1cc(C)c(Cl)cc1C (stereo not drawn)	-15	-6	-0.6	-2	95	-4	98	-5	7
O=C(NC1CCCc2ccccc21)C12CC3CC(CC(O)(C3)C1)C2 (stereo not drawn)	-12	1	-0.2	-2	97	0	94	5	6
CCCCC(=O)Nc1ccc(NC(=O)c2ccc([N+](=O)[O-])cc2)cc1OC	0	10	-0.6	3	102	-5	107	3	4
COCc1cc(=O)[nH]c(/N=C(\N)Nc2cccc(Cl)c2)n1	-7	1	1.1	1	126	-6	110	13	17
O=C(ON=C1CCSCC1)c1ccccc1	0	-11	0.0	-10	88	1	97	3	/

Screening data as filed in PubChem BioAssay.
